# Rpn11 block: inhibitors of human proteasome Rpn11. O00487. human 26S proteasome, Ub4-pepOG fluorescence polarization; 20S core pre-blocked with epoxomicin. calls only at 20 µM. hit rate 0.59% among 360,000. AID 588493;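 active means inhibition at 20 µM, scaled to each plate's controls, above about 33%, limit read from the data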
# SUMO1-SIM PPI: modulators of human SUMO1-mediated protein-protein interactions. AID 602429. SUMO1 binding to a labelled peptide, TR-FRET, 1 h. hit rate 0.33% among 360,000. P63165. inhibition, % at 20 µM; in the data active means inhibition above about 37%
# CSN deneddyl inh: blocks human CSN-mediated cullin deneddylation. hit rate 0.38% among 360,000. Q92905. inhibition, % at 12.5 µM. Purified CSN, SCF-Nedd8-OG deneddylation, fluorescence polarization;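 active means pattern-corrected inhibition above about 35%, with an unprinted fluorescence ratio check between 0.5 and 1.5, limit read from the data, passing the limit was not always enough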;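 further: 0% = enzyme with substrate and 100% = substrate without enzyme; some results filed as inactive read as strong as hits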
# Target sequence (Q92905 whole entry, looked up, one chain of several): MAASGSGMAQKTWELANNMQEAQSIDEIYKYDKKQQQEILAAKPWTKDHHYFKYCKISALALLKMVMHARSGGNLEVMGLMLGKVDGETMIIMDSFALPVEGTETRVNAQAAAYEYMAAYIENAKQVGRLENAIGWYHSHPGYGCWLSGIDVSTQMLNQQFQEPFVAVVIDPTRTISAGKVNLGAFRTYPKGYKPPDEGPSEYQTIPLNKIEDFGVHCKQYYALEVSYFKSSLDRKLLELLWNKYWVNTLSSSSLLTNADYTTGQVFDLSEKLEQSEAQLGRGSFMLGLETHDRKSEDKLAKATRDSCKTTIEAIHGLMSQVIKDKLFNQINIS
#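 Schedule: reaction 90 min, room temperature / Assay system: HEK293T-derived human Csn5 enzyme / Input: Csn5 at 0.24 nM final / Measure: inhibition of Csn5 cleavage, % / Control set: substrate-only high control, full reaction low control / Technique: fluorescence polarization of the substrate / Buffer or medium: Tris/NaCl/DTT buffer, pH 7.5 / Reagent: SCFSkp2-Nedd8OG substrate at 10 nM final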
# Rin1 Abl inh: blocks binding of human Rin1 to Abl | TR-FRET Rin1/Abl binding, biochemical | inhibition, % at 7.35 µM | hit rate 0.4% among 360,000 | AID 588664; in the data active means inhibition above about 5%, passing the limit was not always enough
# LMPTP block: LMPTP (human) inhibition. P24666. recombinant LMPTP-A, OMFP fluorogenic substrate, fluorescence intensity. inhibition, % at 20 µM. hit rate 0.22% among 360,000;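 active means compounds that cut the enzyme signal by at least half of the control window in the single-dose screen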;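 further: plate controls were DMSO wells with enzyme plus substrate for no effect and substrate without enzyme for full effect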
# Target sequence (P24666 whole entry, looked up): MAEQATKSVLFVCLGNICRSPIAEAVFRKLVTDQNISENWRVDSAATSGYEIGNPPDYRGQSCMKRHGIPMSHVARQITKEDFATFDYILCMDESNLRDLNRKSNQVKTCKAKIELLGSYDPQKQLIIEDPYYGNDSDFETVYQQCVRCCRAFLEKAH
#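 Test system: LMPTP-A phosphatase enzyme; input: 0.625 nM LMPTP-A final; reagent: OMFP substrate, 400 µM final; compound dosing: 20 µM single dose, 3% DMSO; incubation: 50 min dark incubation at room temperature; measured by: endpoint fluorescence intensity from OMFP dephosphorylation; measure: % inhibition relative to no-enzyme and uninhibited control wells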
# Scp-1 inhibitor: inhibitors of human Scp-1 phosphatase | Recombinant Scp1, phosphopeptide, malachite green phosphate absorbance | inhibition, % at 20 µM | hit rate 0.88% among 340,000 | Q9GZU7;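 active means inhibition above about 50% at 20 µM, limit read from the data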;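 further: plate controls were DMSO wells with enzyme for no effect and wells lacking enzyme for full effect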
#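 Test system – truncated SCP-1 phosphatase (76-261aa) · Reagent – Phosphorylated 17-residue peptide substrate · Incubation – 45 min room-temperature reaction, 5 min colour, 30 min stabiliser · Detection – colorimetric phosphate reagent with accelerator and stabiliser, absorbance at 630 nm · Measure – % inhibition at 20 µM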
# STEP block: inhibitors of human striatal-enriched phosphatase STEP; AID 588621; P54829; recombinant STEP, OMFP fluorogenic substrate, fluorescence; hit rate 0.25% among 360,000; inhibition, % at 20 µM;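 active means inhibition at 20 µM, scaled per plate between control wells, above about 37%, limit read from the data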;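 further: 0% = DMSO with enzyme and substrate and 100% = substrate only without enzyme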
# Target sequence (P54829 whole entry, looked up): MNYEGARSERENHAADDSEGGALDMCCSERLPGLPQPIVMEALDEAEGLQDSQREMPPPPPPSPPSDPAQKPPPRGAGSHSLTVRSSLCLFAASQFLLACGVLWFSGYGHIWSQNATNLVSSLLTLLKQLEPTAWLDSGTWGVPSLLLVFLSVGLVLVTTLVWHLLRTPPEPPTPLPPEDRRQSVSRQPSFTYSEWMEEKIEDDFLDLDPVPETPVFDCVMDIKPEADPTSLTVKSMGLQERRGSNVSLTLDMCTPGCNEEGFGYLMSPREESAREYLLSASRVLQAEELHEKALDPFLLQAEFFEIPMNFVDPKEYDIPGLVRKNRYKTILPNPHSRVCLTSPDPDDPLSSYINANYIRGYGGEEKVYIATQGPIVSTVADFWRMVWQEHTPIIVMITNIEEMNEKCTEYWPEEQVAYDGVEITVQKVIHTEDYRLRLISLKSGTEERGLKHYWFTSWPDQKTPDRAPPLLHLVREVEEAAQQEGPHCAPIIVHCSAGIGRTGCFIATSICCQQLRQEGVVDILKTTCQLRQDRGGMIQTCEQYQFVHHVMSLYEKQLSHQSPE
#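 System: STEP (striatal-enriched tyrosine phosphatase) enzyme, cell-free; medium: Bis-Tris pH 6.0 buffer with DTT, detergent; dosing: 20 µM, 1% DMSO; times: reaction 20 min, ambient temperature; detection: fluorescence, 480/540 nm; read-out basis: normalized % inhibition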
# DNMT1 block: blocks human DNA methyltransferase DNMT1 | P26358 | inhibition (reported as % activation of signal), % at 10 µM | DNMT1 molecular beacon, Hinp1I cleavage, fluorescence | hit rate 0.83% among 360,000; in the data active means inhibition above about 50%
# Neddylation inh: blocks human cullin neddylation; P61081+Q13564; TR-FRET cullin neddylation, biochemical; calls only at 25 µM; hit rate 0.58% among 360,000; in the data active means inhibition above about 36%
# NadD inh: blocks S. aureus nicotinate mononucleotide adenylyltransferase; purified NadD enzyme, colorimetric absorbance read-out; inhibition, % at 20 µM; hit rate 0.78% among 360,000; AID 602399; in the data active means inhibition above about 26%; further: some compounds past the cut are filed as inactive
# * hit, by the source's call; i = inactive; x = not tested or not shown.
# Key to letters – A = Rpn11 block; B = SUMO1-SIM PPI; C = CSN deneddyl inh; D = Rin1 Abl inh; E = LMPTP block; F = Scp-1 inhibitor; G = STEP block; H = DNMT1 block; I = Neddylation inh; J = NadD inh
CSc1ccc(CN(C)C(=O)c2cccc(S(=O)(=O)N3CCN(Cc4ccccc4)CC3)c2)cc1
  A: i; B: 7.6; C: -1.2; D: 2.4; E: 2.2; F: -0.4; G: 2.0; H: -1.5; I: i; J: -5.4
CNC(=O)c1cc(S(=O)(=O)N2CC(C)OC(C)C2)ccc1N1CCOCC1 (configuration not stated)
  A: i; B: 0.7; C: 2.3; D: 4.1; E: -0.3; F: 4.8; G: -2.6; H: 1.9; I: i; J: -2.7
CCCC(=O)n1nc(-c2cccnc2)nc1NCc1ccc(OC)cc1
  A: i; B: 4.8; C: 1.1; D: -3.2; E: 0.6; F: -4.2; G: 2.0; H: 0.6; I: i; J: -1.9
Cc1ccc(CN2C3=NCCN3c3ccccc32)cc1
  A: i; B: 1.2; C: 1.7; D: -0.2; E: -2.4; F: -4.2; G: -2.2; H: -0.6; I: i; J: -5.7
O=[N+]([O-])c1ccccc1OCCCN1CCc2ccccc2C1
  A: i; B: -13.1; C: -3.7; D: 4.1; E: -0.2; F: -2.8; G: -5.3; H: -7.0; I: i; J: -9.0
CC(C)(C)c1nc2ccccc2c2nnc(SCC(=O)NCc3ccco3)n12
  A: i; B: 0.9; C: 0.9; D: -2.3; E: 0.3; F: -2.7; G: 2.7; H: -2.3; I: i; J: -7.2
C/C(=N/NC(=O)c1ccncc1)c1c[nH]c2ccccc12
  A: i; B: 0.0; C: 4.9; D: -2.9; E: -1.2; F: -6.9; G: -3.1; H: -2.2; I: i; J: -0.6
O=C(O)CCn1cc(/C=C\C(=O)c2ccc(Cl)cc2)c(-c2cccc(Br)c2)n1
  A: i; B: 4.0; C: 19.3; D: -1.6; E: 2.9; F: -27.1; G: 2.8; H: 15.3; I: i; J: 4.6
CN(c1cccc(NC(=O)CN(c2cccc(Cl)c2)S(=O)(=O)c2ccccc2)c1)S(C)(=O)=O
  A: i; B: 2.1; C: -8.4; D: -0.9; E: 1.6; F: -12.9; G: -0.8; H: -6.4; I: i; J: -12.2
CCN(C(=S)Nc1ccc(Oc2ccccc2)cc1)c1ccccc1
  A: i; B: 1.2; C: -4.8; D: 0.2; E: 0.9; F: -8.2; G: 2.7; H: -4.9; I: i; J: -3.0
Cc1ccc(C(C)C)c(OCC(=O)OCC(=O)NC2CCS(=O)(=O)C2)c1 (configuration not stated)
  A: i; B: 4.3; C: 4.2; D: 0.9; E: 1.9; F: -2.3; G: -1.5; H: 3.6; I: i; J: -2.0
O=C1NC(Cc2ccccc2)C(=O)N1CC(=O)N1CCCc2ccccc21 (configuration not stated)
  A: i; B: -2.6; C: -8.0; D: 4.2; E: -0.9; F: -9.3; G: -1.8; H: 4.7; I: i; J: -1.1
CCN(CC)C(=O)Cn1cnc2sc(C(=O)N3CCN(Cc4ccc5c(c4)OCO5)CC3)c(C)c2c1=O
  A: i; B: 2.6; C: -1.7; D: 3.0; E: -1.4; F: 0.6; G: 0.2; H: 0.5; I: i; J: -3.7
CNC(=O)C[C@H]1C(=O)N(c2ccc(OC)cc2)C[C@@H]1Cc1ccccc1
  A: i; B: 10.1; C: 1.9; D: -0.1; E: -1.1; F: x; G: -2.5; H: 2.8; I: i; J: -1.5
CC(C)NC(=O)c1ccc(C2SCC(=O)N2Cc2ccccc2)cc1 (configuration not stated)
  A: i; B: 1.7; C: 8.5; D: 5.7; E: 0.1; F: -2.7; G: -4.0; H: 8.8; I: i; J: -4.4
Cc1c(C(=O)N(C)CCCCN2CCOCC2)oc2c(F)cccc12
  A: i; B: 4.8; C: 1.8; D: 4.1; E: -0.9; F: -5.0; G: 2.6; H: -1.8; I: i; J: -2.7
O=C(Nc1ccc(OCc2ccccc2)cc1)Nc1ccccc1C(=O)NCCCN1CCOCC1
  A: i; B: -1.7; C: 0.2; D: -0.9; E: -3.0; F: -14.9; G: 1.3; H: -2.8; I: i; J: 0.7
N#C/C(=C\c1ccccc1Br)C(=O)NC1CC1
  A: i; B: -1.6; C: 2.8; D: -0.3; E: -0.7; F: -6.0; G: -4.0; H: 3.1; I: i; J: -2.8
Cc1ccc2nc(-c3ccccn3)cc(C(=O)Nc3ccc(S(=O)(=O)N4CCOCC4)cc3)c2c1
  A: i; B: -20.5; C: 6.4; D: 2.9; E: 2.0; F: 10.7; G: -3.2; H: -10.6; I: i; J: 16.5
COCCNC(=O)C1CCCN(C(=O)COc2ccc(C(C)(C)C)cc2)CC1 (configuration not stated)
  A: i; B: 3.4; C: -3.2; D: -1.4; E: -0.7; F: x; G: 0.6; H: 2.6; I: i; J: 0.5
COc1ccc(Cl)c(-c2cc(C(=O)Nc3ccccc3)[nH]n2)c1
  A: i; B: 2.2; C: 2.4; D: 2.3; E: 1.4; F: x; G: -4.4; H: -9.6; I: i; J: -4.2
O=C1/C(=C\c2cccnc2)CCc2ccccc21
  A: i; B: -23.3; C: 5.4; D: -3.0; E: -2.2; F: 2.6; G: 0.8; H: 2.8; I: i; J: 0.4
Cc1cc2n(n1)C(c1sccc1C)Nc1c(C)cccc1-2 (configuration not stated)
  A: i; B: 5.0; C: 8.8; D: 4.8; E: -0.8; F: 2.9; G: -3.8; H: -3.2; I: i; J: 1.4
Cc1cc(C(=O)N/N=C/c2cc(Br)ccc2OC(=O)c2ccccc2Cl)n[nH]1
  A: i; B: 2.0; C: 8.5; D: -1.8; E: 6.3; F: -7.1; G: 5.2; H: 29.8; I: i; J: 35.3*
NC(=O)c1ccc(NC(=O)Cc2ccc(S(=O)(=O)N3CCCCC3)cc2)cc1
  A: i; B: 1.6; C: -1.4; D: 2.6; E: -1.0; F: -5.7; G: -1.7; H: -1.1; I: i; J: -0.2
CCN(CC)C(=O)Cn1cc(C(=O)C(=O)N2CCN(Cc3ccc4c(c3)OCO4)CC2)c2ccccc21
  A: i; B: 1.7; C: 0.2; D: 0.3; E: -1.2; F: -3.6; G: -2.7; H: 0.0; I: i; J: 5.2
CSCC[C@H](NC(=O)c1cc2c([nH]c3ccccc32)c(-c2ccccc2)n1)C(=O)O
  A: i; B: 9.4; C: -2.7; D: -0.4; E: 2.1; F: 2.7; G: 0.8; H: -3.8; I: i; J: 6.3
O=C(NCc1ccccc1)c1cccc(COc2cc(Cl)ccc2Cl)c1
  A: i; B: 1.0; C: -15.2; D: 2.2; E: 3.4; F: 3.7; G: 1.1; H: -6.0; I: i; J: 2.1
O=C(N/N=C\c1c(O)ccc2ccccc12)c1ccc(S(=O)(=O)N2CCCCC2)cc1
  A: x; B: 1.8; C: 95.5*; D: -2.1; E: 2.7; F: -4.9; G: -2.7; H: 22.0; I: i; J: 45.7*
O=C(C1CCCO1)N1CCC(c2nc3ccccc3[nH]2)CC1 (configuration not stated)
  A: i; B: 2.9; C: -3.9; D: -1.9; E: 4.8; F: -3.9; G: -1.7; H: -3.7; I: i; J: -1.1
COc1ccc(N/C=C/C(=O)c2ccc(Cl)cc2)cc1
  A: i; B: 0.5; C: -3.2; D: 0.6; E: 0.9; F: 3.0; G: -1.3; H: 5.3; I: i; J: -0.3
Cc1ccc(OCC(=O)Nc2ccncc2)c(C)c1
  A: i; B: 5.1; C: 2.0; D: -0.5; E: -1.6; F: -2.0; G: 2.1; H: -1.6; I: i; J: -4.0
COc1cc(/C=C/C(=O)OCC(=O)Nc2cc(S(=O)(=O)N(C)C)ccc2Cl)ccc1O
  A: i; B: -1.7; C: -0.7; D: -5.0; E: 0.2; F: -9.0; G: -1.9; H: 2.9; I: x; J: -4.3
O=C(C1CCC(=O)N(C2CCCC2)C1)N1CCN(Cc2cccc(F)c2)CC1 (configuration not stated)
  A: i; B: 0.0; C: 0.9; D: 5.3; E: -1.1; F: -5.7; G: 1.1; H: 2.0; I: i; J: 4.7
c1ccc2sc(N3CCCCC3)nc2c1
  A: i; B: 7.5; C: 5.9; D: 2.6; E: -1.1; F: -2.2; G: -1.8; H: 3.7; I: i; J: -1.7
O=C1CC(c2ccco2)CC(O)=C1C=NCC1NCCc2ccccc21 (configuration not stated)
  A: i; B: 3.6; C: 10.9; D: 2.4; E: 7.6; F: -10.4; G: -0.6; H: -13.2; I: i; J: 10.0
Cc1c(C(=O)N2CCN(C)CC2)oc2c1C(=O)CC(C)(C)C2
  A: i; B: -3.7; C: -0.7; D: 5.6; E: -0.7; F: -9.7; G: -0.1; H: 2.6; I: i; J: 4.0
Cc1cccc(NC(=O)c2cc(S(=O)(=O)N3CCOCC3)cn2C)c1C
  A: i; B: 5.4; C: -1.8; D: 0.0; E: -1.0; F: -9.2; G: -2.1; H: 2.0; I: i; J: -5.8
Cc1cc(C)c2oc(-c3ccc(C)c(NC(=S)NC(=O)/C=C/c4ccco4)c3)nc2c1
  A: i; B: 16.2; C: 13.6; D: -0.4; E: 1.7; F: -7.3; G: 1.1; H: -8.9; I: i; J: 35.2*
CN(C)c1nc(C#N)nc(N(C)C)n1
  A: i; B: 1.6; C: 2.0; D: 1.9; E: -1.6; F: -4.0; G: -1.0; H: -6.6; I: i; J: -8.4
Cn1cccc1/C=C1\SC(=S)N(NC(=O)c2ccc(F)cc2)C1=O
  A: x; B: -19.4; C: 54.0*; D: -4.7; E: 4.8; F: -0.8; G: 0.7; H: -0.4; I: i; J: -0.5
CCc1ccc(NC(=O)C(=O)NNC(=O)c2cccs2)cc1
  A: i; B: -1.6; C: 3.3; D: -1.6; E: -0.5; F: 6.6; G: -0.6; H: 1.5; I: i; J: 3.3
CCN(C(=O)COC(=O)C1CCN(S(=O)(=O)c2ccc(C)c(C)c2)CC1)C1CCCCC1
  A: i; B: 1.4; C: 2.2; D: 0.1; E: 0.9; F: -0.1; G: -0.4; H: 0.0; I: i; J: 0.9
COc1ccc(/C=C2/CSC/C(=C/c3ccc(OC)c(OC)c3)C2=O)cc1OC
  A: i; B: -15.0; C: 13.2; D: 4.4; E: 2.6; F: -16.2; G: -1.6; H: 20.4; I: i; J: -9.6

# Fetched by compound from above (three):
# Key to letters – A = Rpn11 block; B = SUMO1-SIM PPI; C = CSN deneddyl inh; D = Rin1 Abl inh; E = LMPTP block; F = Scp-1 inhibitor; G = STEP block; H = DNMT1 block; I = Neddylation inh; J = NadD inh
c1ccc2sc(N3CCCCC3)nc2c1
  A: i; B: 7.5; C: 5.9; D: 2.6; E: -1.1; F: -2.2; G: -1.8; H: 3.7; I: i; J: -1.7
CCc1ccc(NC(=O)C(=O)NNC(=O)c2cccs2)cc1
  A: i; B: -1.6; C: 3.3; D: -1.6; E: -0.5; F: 6.6; G: -0.6; H: 1.5; I: i; J: 3.3
CCN(C(=O)COC(=O)C1CCN(S(=O)(=O)c2ccc(C)c(C)c2)CC1)C1CCCCC1
  A: i; B: 1.4; C: 2.2; D: 0.1; E: 0.9; F: -0.1; G: -0.4; H: 0.0; I: i; J: 0.9

# Screening data: PubChem BioAssay, several laboratories
